MIN6 prolif = inducers of beta-cell replication in MIN6 cells; MIN6 cells proliferation, ATPlite luminescence, 48 h; cells starved in 0.2% serum; 100% = growth in 10% serum; 0.29% of 330,000 active; proliferation, % at 10 µM; AID 2380;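 active = compounds whose signal lies at least 3.5 SD above the mean of all wells on their plate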;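 note: 0% = DMSO-treated cells in low-serum medium and 100% = 10% serum control; some compounds called inactive have numbers as strong as hits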
MPTP inh = blocks calcium-induced mitochondrial swelling; 1.4% of 360,000 active; isolated mouse mitochondria, Ca2+ swelling absorbance, 30 min; AID 602449; inhibition, % at 10 µM;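 active = inhibition of 50% or more, scaled per plate between neutral and stimulator controls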;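 note: 0% = DMSO wells given calcium and 100% = 1 mM EGTA wells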
GRIN3A LBD mod = modulators (binders) of human NR3A ligand-binding domain | 2.5% of 340,000 active | NR3A LBD differential scanning fluorimetry, Tm shift; 0% = protein alone, 100% = glycine-bound protein | Tm shift relative to glycine control, % at 25 µM;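 active = melting temperature shift of at least 10% of the positive control shift, at one fixed dose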
tim23-1 inh = tim23-1 yeast growth inhibition; inhibition, % at 20 µM; 1.3% of 330,000 active; S. cerevisiae tim23-1 growth, BacTiter-Glo luminescence, 24 h;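 active = growth inhibition of the mutant yeast at or above 50%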;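 note: temperature-sensitive mutant grown at 25 °C; plate controls were DMSO-treated mutant yeast for no effect and medium wells lacking yeast for full effect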
NALP3 yeast inh = blocks the NALP3 inflammasome reconstituted in yeast; Yeast reconstituted NLRP3/ASC/caspase-1, beta-gal luminescence, 24 h; inhibition, % at 10 µM; 0.39% of 330,000 active;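 active = inhibition of 50% or more; inactive = inhibition below 50%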;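 note: plate controls were induced DMSO wells for no effect and uninduced yeast grown without galactose for full effect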
TIM10 inh = TIM10 yeast growth inhibition; S. cerevisiae TIM10 strain growth, BacTiter-Glo luminescence, 24 h; inhibition, % at 10 µM; 1.4% of 330,000 active;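 active = inhibition of 40% or more at the single tested concentration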;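 note: wild-type TIM10 isogenic control strain grown at permissive 25 °C; 0% = DMSO yeast wells and 100% = minimal medium wells without yeast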
APJ antag = blocks the human apelin receptor APJ | CHO-K1 APJ beta-arrestin complementation, luminescence | P35414 | inhibition, % at 20 µM | 0.32% of 330,000 active;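 active = inhibition above about 40% at 20 µM, limit read from the data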;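 note: cells challenged with 10 nM apelin-13 agonist together with compound; plate controls were apelin-13 plus DMSO wells for no effect and DMSO wells lacking apelin-13 for full effect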
Target sequence (P35414 whole entry, looked up): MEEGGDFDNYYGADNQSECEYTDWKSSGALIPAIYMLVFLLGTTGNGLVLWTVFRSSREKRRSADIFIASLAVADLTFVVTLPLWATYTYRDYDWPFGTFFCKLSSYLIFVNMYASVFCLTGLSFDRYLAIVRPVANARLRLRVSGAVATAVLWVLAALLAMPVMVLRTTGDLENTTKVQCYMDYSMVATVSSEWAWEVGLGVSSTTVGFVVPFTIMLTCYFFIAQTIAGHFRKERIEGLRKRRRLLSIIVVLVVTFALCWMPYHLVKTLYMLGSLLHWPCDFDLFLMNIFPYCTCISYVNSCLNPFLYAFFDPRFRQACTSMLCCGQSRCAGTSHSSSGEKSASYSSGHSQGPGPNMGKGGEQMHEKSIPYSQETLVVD
tim10-1 inh = tim10-1 yeast growth inhibition; S. cerevisiae tim10-1 ts strain growth, BacTiter-Glo, 24 h; inhibition, % at 20 µM; 2.2% of 330,000 active;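 active = inhibition of at least 40%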;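 note: mutant grown at 25 °C; 0% = DMSO wells with yeast and 100% = wells holding no yeast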
APJ ag = activates the human apelin receptor APJ; P35414; CHO-K1 APJ PathHunter beta-arrestin, luminescence; 0% DMSO wells, 100% apelin; activation, % at 20 µM; 0.11% of 330,000 active; AID 2520;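 active = activation more than six SD over the plate average, tested at 20 µM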;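 note: 0% = DMSO alone and 100% = apelin-13 at 10 nM; some results filed as inactive read as strong as hits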
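system = engineered CHO-K1 APJ arrestin reporter cells | input = 1000 cells per well | timing = overnight seeding, 90 min compound at 25 °C, 1 h detection | measured by = enzyme-fragment complementation luminescence | read-out = beta-arrestin recruitment to APJ as agonist activity, luminescent signal | control set = negative DMSO alone, positive Apelin-13 at 10 nM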
Numbers without * were called inactive; x = not tested or not shown; & = joins results of further samples.

SMILES	MIN6 prolif	MPTP inh	GRIN3A LBD mod	tim23-1 inh	NALP3 yeast inh	TIM10 inh	APJ antag	tim10-1 inh	APJ ag
O=C1CC(c2ccc(Br)cc2)NC(c2ccc(Br)cc2)C1c1ccccc1 (stereo not given)	-6	x	x	7	-4	21	15	14	-2
Cn1cc(Cl)c(C(=O)OCC(=O)c2ccccc2)n1	-1	1.2	-2	6	-5	-16	-6	7	-2
CC(=O)NC(C)c1cc(Cl)c2ccccc2c1O (stereo not given)	-1	2.9	0	23	8	5	-18	3	0
CCOc1ccc(CN(C)CC(=O)Nc2ccc([N+](=O)[O-])cc2Cl)cc1	-2	5.8	-2	16	20	-4	-14	19	-1
CCc1nnc(NC(=O)CN2CCN(C(=O)c3ccccc3)CC2)s1	4	0.5	0	0	12	7	13	13	-2
CCc1ccccc1NC(=O)C1CC(c2ccc(OC)cc2)=NO1 (stereo not given)	1	0.4	-1	10	16	3	1	10	-1
COC(=O)c1c(-c2cccnc2)csc1NC(=O)c1cc(C)on1	-4	0.5	2	8	28	17	-5	10	-2
Cc1cc(NC(=O)CSc2ccc(-c3nc4cc(C)c(C)cc4[nH]3)cn2)no1	-7	-0.1	6	2	10	9	-4	-26	-3
COc1cc(SC)ccc1C(=O)OCC(=O)NC1CCCC1	-1	1.0	0	14	30	-4	-14	-8	-2
CN(C)CC(O)CN1C(=O)N(CN2C(=O)N(CC(O)CN(C)C)C(=O)C2(C)C)C(C)(C)C1=O (stereo not given)	3	-1.6	0	-4	9	2	-7	-12	-2
COc1ccc(NC(=O)CN2CCN(CC(=O)Nc3ccccc3OC)CC2)c(OC)c1	5	0.6	1	11	14	13	-5	20	-2
O=C(Cc1noc2ccccc12)Nc1ccc2ccccc2c1	0	19	-4	4	16	16	14	13	0
COc1ccc(CNC(=O)Nc2cccc3ccccc23)cc1	1	1.0	-1	-2	8	0	-12	0	0
CC(=O)c1cccc(N(CC(=O)N2CCCCC2)S(C)(=O)=O)c1	-2	-2.4	10	-11	1	1	20	6	-4
O=C(O)c1cc(S(=O)(=O)N2CCCCC2)ccc1Cl	-4	0.2	1	8	19	3	0	-6	-1
COc1cccc(OC)c1C(=O)NCC12CC3CC(C1)CC(CNC(=O)c1c(OC)cccc1OC)(C3)C2	-2	-0.8	4	14	17	0	14	10	-3
COc1ccc(Cl)cc1-c1csc(N)n1	-4	-2.3	1	12	28	15	-3	17	-2
C=CCN(C(=O)CNC(=O)c1ccco1)C(C(=O)NC1CCCCC1)c1cccnc1 (stereo not given)	-1	-1.7	1	6	3	6	17	-25	-2
CC(Sc1nc(N2CCOCC2)c2c(c1C#N)CC(C)(C)OC2)C(=O)Nc1ccccc1 (stereo not given)	6	2.2	0	-29	0	4	7	22	-4
Fc1ccc(-c2csc(Nc3ccccn3)n2)c(F)c1	-4	1.5	32*	34	7	29	-24	10	-2
C=CCn1c(SCC(=O)N(CC)C2CCS(=O)(=O)C2)nc2ccccc2c1=O (stereo not given)	-3	0.1	1	-2	-2	-4	12	12	-6
CCC(=O)Nc1ccc2c(c1)ncn2-c1ccccc1C	0	-3.6	-1	9	-2	-5	8	8	-2
CCOc1ccc(NC(=O)CN(C)C(=O)Cc2sc(C)nc2-c2ccc(F)cc2)cc1OCC	-1	-0.9	-2	0	7	8	9	16	-1
COc1cc(/C=N/Nc2nc3ccccc3[nH]2)cc(OC)c1O	-2	-0.2	-2	13	11	3	-28	15	10
CN(Cc1ccccc1)C(=O)c1ccc2c(c1)OCO2	5	0.4	0	6	14	-7	8	6	-4
O=C(NCCc1nc2ccccc2[nH]1)/C(=C/c1ccc2c(c1)OCO2)NC(=O)c1ccc(Cl)cc1Cl	-3	0.7	1	23	-5	-6	-17	6	-5
Cc1sc2nc(-c3cccs3)oc(=O)c2c1C	-2	0.0	-2	19	-7	10	14	25	-4
COc1cc(Cl)c(C)cc1NC(=O)COC(=O)CCc1nc2ccccc2c(=O)[nH]1	0	-1.0	1	-9	16	-8	17	-7	-8
COc1ccc2[nH]c(=O)c(CN(CCCN3CCOCC3)C(=O)NCc3ccccc3)cc2c1	0	0.5	1	-4	4	-8	31	10	-4
Cc1c(C(=O)N(C)C)c2cc(Cl)ccc2n1O	1	2.2	0	-1	4	18	-17	10	3
Cc1nc(SCC(=O)Nc2cc(S(=O)(=O)N3CCOCC3)ccc2Cl)nc(C)c1C	3	1.0	-2	28	17	27	0	7	-3
CCOc1ccc(NC(=O)Nc2nnc(CC(=O)NCc3ccccc3)s2)cc1	0	1.8	-3	-4	4	-4	12	9	-3
CSc1ncc(Cl)c(C(=O)NCc2cccnc2)n1	0	-0.7	-2	-4	18	-5	21	-1	-1
Cn1nccc1C(=O)OCC(=O)Nc1ccccc1Cl	-1	-0.3	-2	0	16	-6	-8	-3	-1
Cc1ccc(OCC(=O)Nc2nnc(S(=O)(=O)N3CCCCC3)s2)cc1	4	0.0	-6	-1	17	-8	22	10	0
CC1CC1C(=O)N(C)CC(=O)Nc1ccc(Cl)c(C(F)(F)F)c1 (stereo not given)	1	0.4	1	17	4	6	-12	11	-4
C=CCc1ccc(OCCCN2CCCC(C)C2)c(OC)c1 (stereo not given)	-1	0.7	-1	-10	28	-5	13	-2	0
O=C(O)CN1C(=O)/C(=C\c2ccccc2OCc2ccc(Cl)cc2Cl)SC1=S	-4	5.7	9	25	23	19	11	3	-1
O=C(CSc1ccccn1)Nc1nc2ccc(Br)cc2s1	-3	0.0	3	15	31	22	18	1	-4
CSC1=N/C(=C\c2cccc(Cl)c2)C(=O)N1N(C)C	-1	0.4	2	7	4	4	15	5	1

Complete entries as entered above. Screens in order: MIN6 prolif | MPTP inh | GRIN3A LBD mod | tim23-1 inh | NALP3 yeast inh | TIM10 inh | APJ antag | tim10-1 inh | APJ ag
CCOc1ccc(CN(C)CC(=O)Nc2ccc([N+](=O)[O-])cc2Cl)cc1 in the list: -2 | 5.8 | -2 | 16 | 20 | -4 | -14 | 19 | -1
Cn1cc(Cl)c(C(=O)OCC(=O)c2ccccc2)n1 in the list: -1 | 1.2 | -2 | 6 | -5 | -16 | -6 | 7 | -2
O=C1CC(c2ccc(Br)cc2)NC(c2ccc(Br)cc2)C1c1ccccc1 (stereo not given) in the list: -6 | x | x | 7 | -4 | 21 | 15 | 14 | -2
CN(C)CC(O)CN1C(=O)N(CN2C(=O)N(CC(O)CN(C)C)C(=O)C2(C)C)C(C)(C)C1=O (stereo not given) in the list: 3 | -1.6 | 0 | -4 | 9 | 2 | -7 | -12 | -2

Next section:
SMILES	MIN6 prolif	MPTP inh	GRIN3A LBD mod	tim23-1 inh	NALP3 yeast inh	TIM10 inh	APJ antag	tim10-1 inh	APJ ag
CN(C)S(=O)(=O)c1ccc(C(=O)NNC(=O)c2ccccc2-n2cccc2)cc1	-4	-0.2	-1	12	8	7	-21	-8	-4
O=C(O)CCC(NC(=O)c1ccc(Cl)cc1)C(=O)O (stereo not given)	-2	0.1	1	-17	9	-19	-30	-11	-2
CCN(CC)C(=O)CSc1nc(-c2ccccc2)cc(=O)[nH]1	1	-1.6	-1	7	5	-12	-9	12	-2
CC1=NN(C(=O)c2c(Br)cnn2C)C(O)(C(F)(F)F)C1 (stereo not given)	-1	-2.7	-2	-3	15	-2	0	-19	3
CCOc1ccccc1CN1CCN(C2CCOCC2)CC1CCO (stereo not given)	0	-1.8	0	20	22	3	6	-1	-2
O=C1NC2(CCCCCC2)C(=O)N1Cc1ccc(F)cc1Cl	-1	1.5	1	27	20	-1	-1	4	-6
Cc1ccc(C(=O)NCC(=O)OCC(=O)c2ccc3c(c2)NC(=O)CO3)cc1	0	0.7	0	10	13	15	3	21	-4
Cn1c(N)c(C(=O)COC(=O)c2cc(-c3ccccc3)nc3ccccc23)c(=O)n(C)c1=O	5	x	x	25	20	18	14	26	1
O=C(O)/C=C/C(=O)N(Cc1ccccc1)Cc1ccco1	-2	1.1	1	16	7	-5	13	6	-1
COC(=O)C(Cc1ccc(O)cc1)NC(=O)c1ccc2c(c1)OCCO2 (stereo not given)	-1	-2.0	-1	12	19	-4	7	18	3
CCN(CC)C(=O)Cn1cc(S(=O)(=O)CC(=O)Nc2ccc(F)cc2)c2ccccc21	-1	-0.1	-1	-6	-4	1	-3	-5	2
CSc1ccc(/C=N/NC(=O)COc2ccc(Br)cc2Cl)cc1	-4	0.5	-25	19	-2	-14	-18	6	1
COc1ccc(-n2nnc3c(=O)n(Cc4cc(C)ccc4C)cnc32)cc1	-1	1.1	-1	26	-14	10	2	19	-3
CCN(CC)C(=O)c1sc(NC(=O)Cc2cccs2)c(C#N)c1C	0	-0.3	0	23	-4	19	8	22	-3
O=c1[nH]c2ccccc2n1CCC1CCCCC1	0	-0.4	-1	31	23	34	-19	37	1
COC(=O)c1ccc(C(=O)OC)c(NC(=O)CN2CCC(C)CC2)c1	0	2.3	1	4	36	-45	-5	-25	3
CSc1nc2nccc(-c3ccc(Oc4ccccc4)cc3)n2n1	-2	1.4	-4	8	18	-10	-6	-9	-2
CC1(C)Cc2c(sc3nnn(CC(=O)Nc4ccccc4)c(=O)c23)CO1	-2	-0.8	3	-1	13	9	11	10	-2
Cc1ccc(NS(=O)(=O)c2cccs2)c(C)c1	1	0.4	-2	10	17	-2	-10	8	-4
COc1ccccc1NC(C)C(=O)Nc1ccc(C(C)=O)cc1 (stereo not given)	-2	-0.2	6	16	7	6	12	14	3
FC(F)(F)c1cc(-c2cccs2)nc(-n2cc(Br)cn2)n1	-3	-1.6	-7	30	32	15	-3	18	7
CCN(CC)S(=O)(=O)c1cccc(NC(=O)COC(=O)c2n[nH]c(=O)c3ccccc23)c1	0	1.6	-15	5	14	-7	12	-1	2
N#CC1(NC(=O)CSc2nnc(C3CC3)n2C2CC2)CCCCC1	-1	0.9	0	8	8	-3	2	2	-1
CC(=O)Nc1ccc(C2=CC(=O)C[C@H](c3ccc(Cl)cc3)C2)cc1	-2	0.7	-11	51*	8	16	-1	19	-3
O=[N+]([O-])c1cccc(/C=N/n2c(COc3ccccc3)n[nH]c2=S)c1	-2	4.0	-7	48	24	26	11	35	-3
COc1cc(OC)c2cc(C(=O)N/N=C/c3ccccc3O)[nH]c2c1	-3	2.9	37*	26	20	21	11	1	-3
Cc1cc2nc(SCC(=O)N(C)C)c3c(c2cc1C)CCCC3	-3	0.4	-1	35	5	11	3	-1	-2
CC1CCCCN1C(=O)C1CCCN(S(=O)(=O)c2cccc3nsnc23)C1 (stereo not given)	0	-1.3	2	4	2	13	8	7	-4
Cc1ccccc1CN1C(=O)c2ccccc2S1(=O)=O	-2	0.7	2	-1	27	-15	-4	-17	-4
C=CCOC(=O)C1=C(C)NC(SC)=C(C#N)C1c1ccc(OCC)cc1 (stereo not given)	-2	-0.5&-1.1	-4&-19	22	9	8	6	24	-1
CC(C)N(Cc1ccccc1)C(=O)COC(=O)C1CCN(S(=O)(=O)c2ccc3c(c2)OCCO3)CC1	-5	-1.0	-1	16	10	10	13	18	-1
CC(NC1CCCCC1)C(=O)NN=C(c1ccccc1)c1ccccc1 (stereo not given)	-2	3.7	-1	30	8	23	2	5	-1
CCOC(=O)c1c(C)[nH]c(C)c1C(=O)COC(=O)c1ccc(Cl)nc1	2	0.4	2	24	24	1	8	14	-5
CC(Sc1nccn1C)C(=O)Nc1ccccc1 (stereo not given)	0	1.1	-1	-4	6	6	-46	-20	-1
OC[C@@H]1[C@@H](c2ccc(Cl)cc2)C(c2ccccc2)=NN1c1ccccc1	x	1.0	24*	53*	x	6	x	17	x
CCOc1c2ccc(C(=O)NCc3ccc(OC)cc3)cc2nn1CCOC	1	-0.6	1	7	11	7	-53	5	0
